Bioassay records deposited in PubChem BioAssay by The Scripps Research Institute Molecular Screening Center.
GPR151 ag: activators of human GPR151, primary screen, cell-based, PathHunter beta-arrestin, luminescence; PathHunter beta-arrestin GPR151 cells; activation, % at 11.2 µM; 650,000 compounds, 1% hits; AID 1508602, 2020; in the data active means activation above about 4.9%;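 further: 0% = median of compound wells and 100% = cells with positive control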
Target sequence (Q8TDV0 whole entry, looked up): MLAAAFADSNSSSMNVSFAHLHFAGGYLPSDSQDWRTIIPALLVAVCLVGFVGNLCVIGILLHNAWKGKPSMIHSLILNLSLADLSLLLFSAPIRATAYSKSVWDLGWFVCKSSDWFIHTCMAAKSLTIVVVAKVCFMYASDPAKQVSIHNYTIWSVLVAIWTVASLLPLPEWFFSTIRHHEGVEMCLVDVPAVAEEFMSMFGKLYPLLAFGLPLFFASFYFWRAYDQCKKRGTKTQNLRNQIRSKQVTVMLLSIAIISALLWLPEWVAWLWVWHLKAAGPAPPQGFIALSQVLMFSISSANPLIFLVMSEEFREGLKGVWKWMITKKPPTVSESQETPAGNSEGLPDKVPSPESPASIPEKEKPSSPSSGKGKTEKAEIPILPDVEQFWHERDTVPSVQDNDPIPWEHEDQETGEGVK
TEAD-YAP block: TEAD-YAP interaction inhibition, primary screen, TEAD-YAP interaction inhibitor project, luminescence, HEK-TIYL cells. TEAD-Gal4/YAP UAS-luciferase luminescence. inhibition, % at 9.12 µM. 640,000 compounds, 1.4% hits. AID 1259422, 2018; in the data active means inhibition above about 32%;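 further: 0% = median of test compound wells and 100% = reference inhibitor wells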
FBW7 activator: FBW7 E3 ligase activators, primary screen, biochemical, AlphaScreen, human. F-box/WD repeat-containing protein 7 (Homo sapiens), Q969H0. AlphaScreen FBW7–phospho-cyclin E peptide binding, activator screen. 650,000 compounds, 0.13% hits. normalized activity (activation), % at 26.1 µM; in the data active means normalized activity above about 1.9%;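 further: purified mutant Fbw7 with reduced substrate affinity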
MITF primary: MITF inhibitors, primary screen, biochemical, AlphaScreen, human. Microphthalmia-associated transcription factor (Homo sapiens), O75030. AlphaScreen MITF homodimerization, bead proximity signal. inhibition, % at 2.6 µM. 650,000 compounds, 0.91% hits; in the data active means inhibition above about 50%;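 further: 0% = vehicle wells with protein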
Target sequence (O75030 whole entry, looked up): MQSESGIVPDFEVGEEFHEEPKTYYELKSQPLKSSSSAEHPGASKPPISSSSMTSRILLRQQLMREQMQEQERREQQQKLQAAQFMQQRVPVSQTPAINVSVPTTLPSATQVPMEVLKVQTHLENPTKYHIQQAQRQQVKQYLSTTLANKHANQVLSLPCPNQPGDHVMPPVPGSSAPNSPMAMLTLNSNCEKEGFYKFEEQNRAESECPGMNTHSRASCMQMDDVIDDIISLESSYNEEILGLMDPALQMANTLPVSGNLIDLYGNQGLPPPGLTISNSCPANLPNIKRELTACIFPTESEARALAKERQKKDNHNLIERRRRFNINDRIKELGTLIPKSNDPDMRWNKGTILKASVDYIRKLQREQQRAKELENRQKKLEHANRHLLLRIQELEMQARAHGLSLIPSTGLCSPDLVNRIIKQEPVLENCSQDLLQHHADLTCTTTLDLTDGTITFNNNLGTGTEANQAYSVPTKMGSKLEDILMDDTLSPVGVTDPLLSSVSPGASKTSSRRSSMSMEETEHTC
The depositor's hits bear a star.

mol,GPR151 ag,TEAD-YAP block,FBW7 activator,MITF primary
Cc1noc(C)c1CN1CCN(C(=O)c2nc3ccccc3s2)CC1,-0.2,-7.4,-0.1,0.0
Cc1ccc(S(=O)(=O)Nc2nc(C)c(NC(=O)Nn3cnnc3)s2)cc1,0.8,-3.0,0.1,13.8
Cc1cccc(CCNC(=O)CC2C(=O)NCCN2Cc2ccccc2C)n1 (centres undefined),0.6,2.9,-0.1,2.5
C[n+]1ccccc1NCCCN1CCOCC1,-0.5,2.8,3.8*,-4.1
COc1cccc(CN2CCN(Cc3ccc(SC)cc3)CC2)c1OC,-0.7,1.8,-0.4,41.0
CC(=O)OCC(OC(C)=O)C(OC(C)=O)C(OC(C)=O)C(OC(C)=O)C(=O)NCc1ccccc1 (centres undefined),-0.5,-16.2,0.1,12.8
CN(C)CCOc1cc(-c2cn[nH]c2)ccc1NC(=O)[C@@H]1COc2ccccc2O1,-0.8,8.0,0.0,-2.2
Cc1c(C(=O)OCc2ccccc2F)cccc1[N+](=O)[O-],-1.0,-9.8,0.2,-2.4
N#Cc1cc([N+](=O)[O-])ccc1NC(=O)COC(=O)c1ccc(Cl)c(S(N)(=O)=O)c1,-0.7,4.7,0.2,7.5
NC(=O)C1SCCN1c1ccccc1 (centres undefined),-1.2,5.6,0.2,9.0
COc1ccc(C2CC(c3cccs3)=NN2C(=O)CSc2nnc(CNC(=O)c3cccc(F)c3)n2-c2cccc(C)c2)cc1 (centres undefined),-0.5,4.9,-0.1,-7.8
Cc1noc(C)c1C(=O)NCCc1ccc(Cl)cc1,1.9,-11.2,-0.2,-14.6
O=C(c1cccc([N+](=O)[O-])c1)N1CCN(Cc2ccc3c(c2)OCO3)CC1,-0.1,9.9,-0.2,5.7
O=C1OC(c2ccc(Br)cc2)=N/C1=C\c1cc2c(cc1Cl)OCO2,-1.0,-10.2,0.0,-2.6
CN(CC(O)CO)C(=O)c1cc(COc2c(F)cccc2F)on1 (centres undefined),-1.2,-1.7,0.2,2.5
CCOC(=O)C1=C(N)OC2=C(C(=O)CC(C)(C)C2)C1c1ccc(Cl)c(Cl)c1 (centres undefined),0.3,-7.0,0.1,-1.8
CC1=C(C(=O)N2CCOCC2)C(c2ccc(O)c([N+](=O)[O-])c2)C2=C(CCCC2=O)N1 (centres undefined),0.7,-6.5,-0.1,-6.1
COCC(=O)NCC1CCC2(CCN(Cc3ccccc3-c3ccco3)CC2)O1 (centres undefined),0.2,1.2,0.2,-24.8
CCOC(=O)c1csc(NC(=O)c2ccc(C#N)cc2)n1,-1.0,10.8,0.0,2.9
CCCC(=O)Nc1nnc(C(C)(C)C)s1,-0.4,3.3,-0.1,-12.0
CCSC1=C(C#N)C(c2ccccc2OC)C(C#N)C(=O)N1 (centres undefined),1.0,7.6,0.0,1.0
COCCn1c(=NC(=O)c2cc(OC)c(OC)c(OC)c2)sc2cc(OC)ccc21,-0.4,1.3,0.1,11.2
Nc1ccc(C(=O)OCC(=O)Nc2ccc(SC(F)F)cc2)cc1,-1.5,-2.3,0.6,14.1
O=C(CN1CCC2(CC1)NC(=O)c1ccccc1O2)Nc1ccccc1F,0.5,5.3,0.0,10.5
COc1ccc(CCN=c2ssc3c2-c2cc(C)ccc2NC3(C)C)cc1OC,0.3,-2.1,-0.2,-9.7

(further entries)
mol,GPR151 ag,TEAD-YAP block,FBW7 activator,MITF primary
CCc1c(C)sc2ncn3c(=O)n(CC(=O)NCCc4ccccc4)nc3c12,-0.6,-6.4,-0.1,-4.0
CC(C)CNc1nccn2c(-c3cccs3)cnc12,-1.1,4.2,0.0,10.1
CC(=O)Nc1cccc2nc(CN3CCN(C4CCCC4)C(CCO)C3)ccc12 (centres undefined),0.4,7.0,-0.1,6.1
COc1cccc(C2c3c(oc4ccc(C)cc4c3=O)C(=O)N2c2nc(C)c(C)s2)c1 (centres undefined),1.6,-19.9,0.0,-4.2
O=C(COc1ccc(N2C(=O)C3C4C=CC(C4)C3C2=O)cc1)c1ccccc1 (centres undefined),4.4,-17.7,0.2,1.8
CC(C)(C)N(Cc1ccccc1)C(=O)Cn1c(=O)cnc2ccccc21,-0.4,-4.3,-0.1,6.4
O=C(Nc1cccnc1)c1ccc(-c2ccc(Cl)c(Cl)c2)o1,0.2,-13.6,0.1,15.0
Cc1ccc(-c2cc(C(=O)N3CCN(C(=O)c4ccco4)CC3)[nH]n2)cc1C,0.3,4.7,-0.1,-0.5
CC(=O)N1c2ccc(S(=O)(=O)N(C)CC(=O)Nc3cc(Cl)ccc3C)cc2CC1C (centres undefined),-0.8,-6.7,-0.2,-5.0
CC(=O)Nc1ccc(N2CCCCS2(=O)=O)cc1,0.0,-3.8,-0.1,-10.7
O=S1(=O)CCC(NC(=S)N/N=C/c2c(F)cccc2Cl)C1 (centres undefined),-0.8,11.3,0.8,20.3
CCn1c(C)cc(/C=C2/NC(=O)N(c3ccccc3)C2=O)c1C,-1.0,33.5*,-0.1,1.8
CC1(C)CC(C)(O)N(Cc2cccnc2)C(=S)N1 (centres undefined),1.1,1.5,0.0,0.7
Cc1ccc(CCNC(=O)Cc2ccc(NC3=NC4CS(=O)(=O)CC4S3)cc2)cc1 (centres undefined),-0.5,6.1,-0.1,0.1
CN(C(=O)c1cn(-c2ccc(Cl)cc2)c(=O)c2ccccc12)C1CCCCC1,-1.9,7.4,0.4,2.6
COc1cc(/C=N\NC(=O)COc2ccc(C)cc2C)cc(OC)c1O,0.1,-8.5,0.0,5.7
COCCn1c2c(c(=O)[nH]c1=O)C(c1ccc(OC)cc1)C1=C(CC(C)(C)CC1=O)N2 (centres undefined),0.8,-4.0,-0.1,8.5
CC12CC3CC(C1)CC(NC(=O)c1ccccn1)(C3)C2,1.0,2.6,-0.1,2.6
COCCCN1C(=O)CC(CC(=O)NCCc2ccc(Cl)cc2)(c2ccccc2)C1=O (centres undefined),2.4,2.6,-0.1,-5.1
Cc1ccc(Cl)cc1N1CCN(C(=O)c2ccc3c(c2)NC(=O)C(CS(=O)(=O)Cc2c(F)cccc2Cl)N3)CC1 (centres undefined),-0.1,4.2,0.1,10.7
COc1ccc(/C=C(\C#N)C(=O)OCCCl)cc1,1.3,5.7,0.1,3.9
O=C(Nc1ccc2c(c1)OCO2)c1cc(-c2ccccc2)nc2ccccc12,0.7,-4.3,-0.2,4.6
COc1ccc(COC(=O)C2=C(C)NC3=C(C(=O)CC(C)(C)C3)C2c2ccccc2)cc1 (centres undefined),0.2,6.9,2.6*,14.4
O=C(N/N=C/c1ccc(Br)cc1)c1cccc(F)c1,1.9,-50.1,0.0,-1.6
COC(=O)c1ccccc1Oc1ccc(NS(C)(=O)=O)cc1,-2.1,3.2,0.0,8.1

Exported with two lines to a compound: three of the compounds above
Each structure is followed by: GPR151 ag	TEAD-YAP block	FBW7 activator	MITF primary
> O=C(COc1ccc(N2C(=O)C3C4C=CC(C4)C3C2=O)cc1)c1ccccc1 (centres undefined)
  4.4	-17.7	0.2	1.8
> CC(=O)Nc1cccc2nc(CN3CCN(C4CCCC4)C(CCO)C3)ccc12 (centres undefined)
  0.4	7.0	-0.1	6.1
> CC(C)(C)N(Cc1ccccc1)C(=O)Cn1c(=O)cnc2ccccc21
  -0.4	-4.3	-0.1	6.4

Continued.
mol,GPR151 ag,TEAD-YAP block,FBW7 activator,MITF primary
COc1ccc(C(=O)Cn2nnc(-c3ccccc3NC(=O)c3cccc(F)c3)n2)cc1,-0.5,4.3,-0.1,20.4
COc1ccccc1C(=O)N/C(=C/c1ccc(F)cc1)C(=O)Nc1ccc(C(=O)O)cc1,-1.3,2.6,0.1,5.9
CCC(=O)Oc1ccc2c(C)cc(=O)oc2c1C,-0.5,15.4,-0.1,5.8
CC(=O)N1N=C(c2ccccc2)CC1c1ccc(Br)cc1 (centres undefined),1.2,-11.1,-0.1,8.9
O=C(Cc1ccccc1)NNC(=O)CN1C(=O)c2ccccc2C1=O,-0.6,-1.9,0.2,14.8
N#Cc1ccc(Cl)cc1NC(=O)CSc1ncccc1C(=O)O,2.2,-10.5,-0.1,-15.9
CSC1=C(C#N)C2(CCCCC2)C(C#N)=C(NC(C)=O)N1,0.3,7.6,-0.1,15.2
Cc1ccc(NC(=O)Cn2c(-c3ccccc3F)nc3ccccc3c2=O)cc1Cl,0.3,13.3,-0.2,7.4
CCOC(=O)c1c(C)[nH]c(C(=O)C(C)Cl)c1C (centres undefined),-1.9,9.0,0.1,3.0
COc1cc(C(=O)N2CCN(S(=O)(=O)c3ccccc3)CC2)cc(OC)c1OC,-1.1,-4.0,-0.1,3.0
COC(=O)c1sc2nc(-c3ccccc3)ccc2c1N,-1.1,-16.5,0.6,2.0
Cc1ccnc2nc(C(=O)Nc3nc(-c4ccc5c(c4)OCCO5)cs3)nn12,-0.7,-2.3,0.3,6.4
CCN(C(=O)NCc1noc2ccccc12)c1cccc(C)c1,-2.7,-8.9,0.9,-4.2
O=[N+]([O-])c1ccccc1N1CCN(S(=O)(=O)c2ccc(Cl)cc2)CC1,1.8,1.7,0.6,9.3
CCc1ccccc1N(C(=O)c1cccc(C)c1)C1C=CS(=O)(=O)C1 (centres undefined),0.2,-20.2,-0.1,-4.6
CCOc1c(C=C2C(=O)NC(=S)NC2=O)cccc1OC,1.8,-1.7,0.1,17.9
CCOC(=O)N1CCN(C(=O)c2cc3n(n2)C(C(F)(F)F)CC(c2ccc4c(c2)OCO4)N3)CC1 (centres undefined),1.5,-0.2,0.0,-9.5
N#Cc1cc[n+](CC(=O)c2cccc([N+](=O)[O-])c2)cc1,0.9,0.8,-0.1,63.0*
O=C(CN1CCCC1)N1CCCC(c2nc3sc4c(c3c(=O)[nH]2)CCCC4)C1 (centres undefined),-0.5,5.7,-0.2,-3.3
COc1ccccc1NC1=C(C)C(=O)CC1,0.2,17.6,0.0,6.2
Cc1cc(C(F)(F)F)nn1CC(N)=O,-2.1,1.5,1.1,15.0
COC(=O)CN(c1ccc(F)c(Cl)c1)S(C)(=O)=O,1.1,8.2,-0.2,2.0
COc1cc(/C=c2\sc3nc4cc(C)c(C)cc4n3c2=O)cc(Cl)c1O,0.7,3.2,0.0,6.0
Cc1nonc1CN(C)C(=O)CCc1nnc(Cc2cccc(C(F)(F)F)c2)o1,0.7,-53.6,0.2,-3.1
Cc1c(C(=O)N2CCN(c3ccccc3F)CC2)sc2ncn(CC(=O)N3CCOCC3)c(=O)c12,0.9,-47.5,0.2,8.7

Look-ups from the list.
MITF primary, N#Cc1cc[n+](CC(=O)c2cccc([N+](=O)[O-])c2)cc1 → 63.0*
TEAD-YAP block, CC(=O)N1N=C(c2ccccc2)CC1c1ccc(Br)cc1 (centres undefined) → -11.1
TEAD-YAP block, N#Cc1ccc(Cl)cc1NC(=O)CSc1ncccc1C(=O)O → -10.5

Next entries follow.
mol,GPR151 ag,TEAD-YAP block,FBW7 activator,MITF primary
CN(C)c1cccc(Nc2cc(C(=O)NCCN3CCOCC3)ccn2)c1,-2.1,-1.4,0.3,11.9
CN1CCN(C(=O)c2cc(-c3cccc(Cl)c3)on2)CC1,-0.3,-26.4,0.0,0.2
COc1cccc(C2Nc3ccc(C(=O)c4ccccc4)cc3NC3=C2C(=O)CC(C)(C)C3)c1 (centres undefined),-1.1,3.4,0.1,3.1
COC(=O)c1ccccc1NC(=O)NNC(=O)c1ccc(C)c([N+](=O)[O-])c1,-1.0,0.5,0.0,2.4
O=C(Nc1cccc(Cl)c1Cl)c1cc(S(=O)(=O)N2CCOCC2)ccc1F,-6.3,10.1,0.0,20.6
O=[n+]1cc(-c2ccccc2)n([O-])c2c1CCCCC2,-0.7,-15.7,0.1,8.2
COc1ccc(Cl)cc1NC(=O)Cn1cnc2c1c(=O)n(C)c(=O)n2C,0.3,-2.1,0.3,3.5
CCOc1cc(C2NC(=O)NC(C)=C2C(=O)Nc2ccccc2C)ccc1OCC(=O)O (centres undefined),-0.8,-1.6,0.0,8.7
Cc1ccc(OCC(=O)NCCc2nc3ccccc3[nH]2)c(Br)c1,-0.7,4.5,-0.1,9.5
O=C1NCCN(Cc2ccc3ccccc3c2)C1CC(=O)N1CCCCCC1 (centres undefined),0.0,-0.1,0.5,5.2
COc1ccc(C(=O)Nc2nc(C34CC5CC(CC(C5)C3)C4)cs2)cc1,0.5,2.2,0.1,-10.9
